# DAX1 inh-1 = inhibitors of human orphan nuclear receptor DAX1 (NR0B1); HEK293 Gal4-DAX1 luciferase reporter, luminescence; inhibition, % at 6.75 µM; 340,000 compounds, 0.99% hits; AID 504766;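 active means inhibition above the mean over all tested compounds plus 3 SD, cut at about 4.2% in these data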;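 further: 0% = DAX1-transfected cells with DMSO and 100% = empty-vector control cells with DMSO; inhibition shows as a rise in luminescence from relieved DAX1 repression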
# PLCb3 inh = PLC-beta3 (human) inhibition, primary screen. Q01970. Purified PLC-beta3, fluorogenic substrate, fluorescence. inhibition, % at 12.2 µM. 370,000 compounds, 0.18% hits. AID 720704; in the data active means inhibition above about 11%;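 further: 0% = median of compound wells on plate and 100% = full blocker control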
# ADAM17 inh = inhibits human ADAM17 | P78536 | recombinant ADAM17, EDANS/DABCYL FRET peptide cleavage | inhibition, % at 6.95 µM | 370,000 compounds, 0.83% hits | AID 720648;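 active means inhibition above the mean of compounds lying between control limits plus 3 SD, set per campaign, cut at about 8.5% in these data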;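 further: 0% = DMSO-only wells as the low control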
# ADAM10 inh = ADAM10 inhibition, QFRET primary screen. 370,000 compounds, 0.62% hits. O14672. recombinant ADAM10, EDANS/DABCYL FRET peptide cleavage, 3 h. inhibition, % at 7 µM;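 active means inhibition above a per-campaign cutoff equal to the mean of compounds falling between control-based bounds plus 3 SD, cut at about 20% in these data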;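 further: 0% = DMSO wells while the 100% control is not disclosed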
# GAA850 FXN act = activators of GAA850 frataxin (FXN) promoter; HEK293 lucGAA850 FXN promoter luciferase reporter, 24 h; percent of 10 µM SAHA response; activation, % at 6 µM; 360,000 compounds, 0.56% hits; AID 540364;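 active means activation above the average of all compounds screened plus 3 SD, cutoff fixed separately per campaign, cut at about 7.5% in these data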;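 further: 0% = DMSO wells and 100% = 10 µM SAHA wells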
# hcDAF12 agonist = H. contortus DAF-12 activation, primary screen; HEK293 hcDAF-12 lit1-tk-luc reporter, luminescence; 0% DMSO, 100% Δ7-dafachronic acid; activation, % at 6.8 µM; 370,000 compounds, 1.4% hits;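 active means activation above the mean of all tested compounds plus 3 SD, cut at about 5.5% in these data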;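 further: 100% = response to 3 µM Δ7-dafachronic acid high control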
# DAX1 inh-2 = blocks DAX1 repression of SF-1 activated StAR promoter. HEK293T StAR-luciferase reporter, SF-1/DAX-1 repression relief. inhibition, % at 6.8 µM. 370,000 compounds, 1.1% hits. AID 652010;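 active means inhibition above the mean over all tested compounds plus 3 SD, cut at about 3.6% in these data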;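 further: 0% = DAX-1 cells with DMSO and 100% = cells lacking DAX-1 with DMSO; higher inhibition means more luminescence from relief of DAX-1 repression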
# sPLA2-III inh = Blocks human group III sPLA2 activity; Q9NZ20; QFRET BODIPY PC-A2 liposome hydrolysis, fluorescence; inhibition, % at 12.2 µM; 370,000 compounds, 0.56% hits;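 active means inhibition above mean plus 3 SD of compounds lying within the high and low control bounds, cut at about 19% in these data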;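 further: 0% = median of test compound wells and 100% = no enzyme DMSO wells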
# ssDAF-12 act = activates DAF-12 receptor from parasite S. stercoralis; HEK293 ssDAF-12/GRIP1 lit1-tk-luc reporter, luminescence; % of 3 µM dafachronic acid response; activation, % at 6.8 µM; 370,000 compounds, 1% hits;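 active means activation above the mean over all tested compounds plus 3 SD, cut at about 0.9% in these data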;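 further: 0% = DMSO-only wells and 100% = 3 µM delta7-dafachronic acid wells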
# hgDAF-12 ag = activates the H. glycines DAF-12 receptor ligand-binding domain; HEK293 GAL4-hgDAF12 UAS-luciferase reporter, agonist luminescence; normalized to butyrate control; activation, % at 6.8 µM; 370,000 compounds, 1.8% hits; AID 687014;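 active means activation above a cutoff set at the mean of all screened compounds plus 3 SD, cut at about 10% in these data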;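 further: 0% = DMSO wells and 100% = sodium butyrate wells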
# PLC-gamma1 inh = PLC-gamma1 (human) inhibition, primary screen | inhibition, % at 12.2 µM | purified PLC-gamma1, fluorogenic substrate, fluorescence | P19174 | 370,000 compounds, 0.84% hits | AID 720700; in the data active means inhibition above about 9.5%
# Target sequence (P19174 whole entry, looked up): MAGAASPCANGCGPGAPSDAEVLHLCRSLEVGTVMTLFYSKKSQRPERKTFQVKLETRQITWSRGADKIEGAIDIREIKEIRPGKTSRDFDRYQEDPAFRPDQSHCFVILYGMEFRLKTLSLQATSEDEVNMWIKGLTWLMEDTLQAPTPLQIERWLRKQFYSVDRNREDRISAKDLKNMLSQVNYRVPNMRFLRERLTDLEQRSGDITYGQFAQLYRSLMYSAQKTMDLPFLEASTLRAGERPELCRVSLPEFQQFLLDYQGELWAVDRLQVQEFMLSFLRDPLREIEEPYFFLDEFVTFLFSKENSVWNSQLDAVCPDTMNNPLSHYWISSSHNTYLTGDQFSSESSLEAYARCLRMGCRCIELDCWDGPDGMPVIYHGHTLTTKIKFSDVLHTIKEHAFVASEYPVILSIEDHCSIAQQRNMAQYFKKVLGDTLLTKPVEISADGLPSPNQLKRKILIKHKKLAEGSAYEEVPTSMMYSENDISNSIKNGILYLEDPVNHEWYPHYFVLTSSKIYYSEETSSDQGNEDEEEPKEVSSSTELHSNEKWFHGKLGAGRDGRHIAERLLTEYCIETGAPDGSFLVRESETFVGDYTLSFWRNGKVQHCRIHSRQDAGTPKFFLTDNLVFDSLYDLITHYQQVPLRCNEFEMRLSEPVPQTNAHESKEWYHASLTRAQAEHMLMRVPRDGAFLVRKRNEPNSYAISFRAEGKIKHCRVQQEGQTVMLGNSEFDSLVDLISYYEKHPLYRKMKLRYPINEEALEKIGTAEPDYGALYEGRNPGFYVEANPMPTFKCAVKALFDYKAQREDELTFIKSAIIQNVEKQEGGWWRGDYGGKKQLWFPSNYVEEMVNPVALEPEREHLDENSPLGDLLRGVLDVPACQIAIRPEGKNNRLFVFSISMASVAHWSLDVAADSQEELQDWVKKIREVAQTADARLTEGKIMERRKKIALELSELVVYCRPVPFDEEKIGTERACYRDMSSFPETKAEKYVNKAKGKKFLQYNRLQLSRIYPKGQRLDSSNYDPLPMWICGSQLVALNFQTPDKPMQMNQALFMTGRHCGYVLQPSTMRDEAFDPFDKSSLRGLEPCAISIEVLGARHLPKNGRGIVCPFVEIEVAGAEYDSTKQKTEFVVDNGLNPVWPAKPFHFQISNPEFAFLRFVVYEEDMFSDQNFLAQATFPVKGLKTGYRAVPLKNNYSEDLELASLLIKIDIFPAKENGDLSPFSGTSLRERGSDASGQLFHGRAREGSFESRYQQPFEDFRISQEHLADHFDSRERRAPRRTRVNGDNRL
# Starred values were filed as active, the others as inactive; i = inactive; . = not tested or not shown.
# Every second line gives: DAX1 inh-1	PLCb3 inh	ADAM17 inh	ADAM10 inh	GAA850 FXN act	hcDAF12 agonist	DAX1 inh-2	sPLA2-III inh	ssDAF-12 act	hgDAF-12 ag	PLC-gamma1 inh
Cc1cc(NC(=O)COC(=O)C2CCN(S(=O)(=O)c3ccc(Cl)cc3)CC2)no1
    -0.7	-2	1	0	-0.3	-0.5	-0.2	0	-0.9	-2.5	2
CCOC(=O)c1cnc2ccc(C)cc2c1OCc1cc(F)cc(F)c1
    -0.5	-1	-1	2	0.9	-0.9	-1.3	-4	-1.2	-1.6	-5
CCOC(=O)c1cn(-c2ccccc2CO)c2c(F)c(F)c(F)cc2c1=O
    -0.5	2	1	0	-0.7	-0.4	0.2	14	-0.8	-2.2	5
COc1ccc(Br)cc1S(=O)(=O)Nc1ccc(Cl)cn1
    -0.2	-3	-5	-5	1.2	-0.3	-0.2	2	-1.0	-1.4	-1
COc1ccccc1-c1cn(-c2ccccc2)c(=S)[nH]1
    -0.5	-7	-4	2	0.3	-1.6	-0.4	15	-1.0	0.5	-3
COc1cc2c(cc1OC)CN(C(=O)c1cccc([N+](=O)[O-])c1)CC2
    -0.3	-2	-3	1	1.8	-2.5	-0.6	7	-1.2	-3.1	0
Cc1cc(C)c(NC(=O)CN2CCCCCC2)c(C)c1
    1.7	7	-1	-1	3.4	1.8	0.3	6	-0.2	2.8	5
Nc1ncnc2c1ncn2[C@@H]1O[C@H](C(=O)N[C@@H](CCc2ccccc2)C(=O)N2CCN(CC(=O)N3CCCC3)CC2)[C@@H](O)[C@H]1O
    .	1	-6	-14	.	1.9	-0.1	7	-0.6	1.9	1
CCCCC[C@@H](C)N1C[C@@H](COCc2ccccc2)Oc2cc(N3CC[C@@H](N(C)C)C3)ccc2S1(=O)=O
    .	-2	3	4	.	0.2	1.6	2	-0.6	-1.0	-1
CC(C[N+](C)(C)C)OC(=O)C1(c2ccccc2)CCCC1 (stereo not given)
    0.7	-4	1	-4	-0.4	-0.3	-0.6	7	-0.4	-0.6	2
O=C(COC(=O)COc1ccc(Nc2ccccc2)cc1)NCc1ccco1
    1.1	1	0	5	0.4	0.2	0.5	-3	-1.2	0.7	-2
CCOc1ccc(C2Oc3nc(SC)nnc3-c3ccccc3N2C(C)=O)cc1OC (stereo not given)
    6.0*	1	-2	-12	1.5	-1.8	0.0	7	-0.7	-0.8	-1
COc1ccc(C(O)c2ncc(-c3cccc(C(F)(F)F)c3)[nH]2)cc1 (stereo not given)
    .	-4	1	-3	0.1	-1.9	-0.2	-6	-0.6	-3.5	3
Cc1ccc(N2C(=O)CC2(C#N)c2ccc(OCc3ccccc3)cc2)cc1 (stereo not given)
    0.3	1	2	5	4.5	-0.1	-0.3	-10	-1.5	1.4	0
Nc1nc(Cl)cc(=O)n1Cc1ccc(Cl)cc1
    0.9	-10	-2	-5	1.8	-1.4	-0.1	-4	-1.8	-0.6	1
C=CCOc1c2ccc(C(=O)NCCc3ccc(C)cc3)cc2nn1C
    -0.4	i	-76	-276	2.3	0.5	-0.2	5	-1.1	-2.0	-459
O=C(Cc1ccc(Br)cc1)NC1CCCc2ccccc21 (stereo not given)
    0.0	-12	1	0	0.7	-1.9	-0.1	-2	-0.7	-3.3	-5
COc1ccccc1N(C)S(=O)(=O)c1ccc(C(=O)NC2CCCCCC2)cc1
    -2.8	-7	1	-9	0.2	-3.1	-0.3	13	-1.8	-5.2	0
N#CC1=C2N=C(N)c3c(sc4c3CCCCC4)N2C2=C(C(=O)CCC2)C1c1ccccc1 (stereo not given)
    -1.5	-204	-9	-100	0.3	-1.1	0.5	-5	-1.6	-1.1	-152
COC(=O)c1sc(SC)c(S(=O)(=O)C(C)C)c1N/N=C(\C#N)S(=O)(=O)c1ccccn1
    4.5*	-11	-8	-13	2.1	0.6	-0.4	-1	-1.5	1.9	-2
CCOC(=O)N1CCN(C(=O)c2ccc(C)c(S(=O)(=O)Nc3cccc(C)c3C)c2)CC1
    -0.7	1	-3	-5	-2.4	-1.7	0.2	-19	-1.1	1.1	-1
NC(=O)c1ccc(-c2ccc(Br)cc2)o1
    -0.8	-6	-9	-28	4.0	-1.5	-0.1	6	-0.9	4.4	-2
O=C(c1ccccc1)N1CCN(C(=O)c2ccccc2)c2ccccc21
    -0.9	-7	-7	-15	-0.4	-0.9	-1.3	15	-1.1	-3.3	1
Cc1ccc(CNC(=O)CCC2CCCN(Cc3c(C)nn(C(C)C)c3C)C2)o1 (stereo not given)
    -1.5	-3	-4	-4	0.8	1.7	0.2	-1	-0.2	9.2	-4
Cn1c(N)c(C(=O)COC(=O)CNC(=O)c2ccccc2F)c(=O)n(C)c1=O
    0.1	-1	-2	-16	0.4	-0.4	-0.4	6	-0.8	-1.5	2
Cc1ccnc(NS(=O)(=O)c2ccc(NS(=O)(=O)c3ccccc3)cc2)n1
    -0.6	5	0	-2	0.1	-1.0	0.6	-8	-1.1	0.8	4
O=S(=O)(c1cccc2nsnc12)N1CCCC1
    -0.1	2	-2	-7	0.0	-1.5	0.5	3	-1.3	-1.3	0
CCOc1ccc(N(CC(=O)N2CCOCC2)S(=O)(=O)c2ccc(F)cc2)cc1
    -0.2	-1	-1	1	1.3	-1.4	0.4	5	-1.3	1.5	1
COc1ccc2c(=O)c3c(=O)n(Cc4ccco4)c(-c4ccco4)nc3oc2c1
    -0.2	-27	-8	-22	0.8	-1.2	-0.9	-1	-1.5	-3.8	-19
CC(C)Cc1nnc(NC(=O)CCNC(=O)c2ccco2)s1
    1.1	-3	-1	2	-1.5	0.8	0.3	-1	-0.2	3.7	2
CN1CCN(C(=O)/C(=C\c2cccs2)NC(=O)c2ccco2)CC1
    -0.9	3	-1	2	1.4	0.9	0.0	0	-0.7	0.9	2
O=C1CCCC2=C1[C@@]1(O[C@H]3C=CC=CN23)C(=O)N(c2ccccc2)c2ccccc21
    .	0	0	-4	.	1.1	-0.6	-2	-1.4	-1.3	-4
CCCCC(CCCC)=N/N=C/c1c(O)n(CC)c2cc(C3=NNC(=O)CC3)ccc12
    0.5	-138	-3	-16	0.8	-0.9	0.5	-5	-0.9	-2.9	-127
CN(C)S(=O)(=O)n1cc(/C=C(\NC(=O)c2ccccc2F)C(=O)NCCCN2CCOCC2)c2ccccc21
    -0.6	-6	-4	-1	-0.9	-1.7	-0.3	3	-0.5	-2.5	2
CC(=O)Nc1nc(-c2ccc(Cl)cc2)nc(C)c1C(C)=O
    2.8	-2	-2	-2	-1.6	6.6*	0.4	-5	4.1*	2.9	-3
CC1=CC2=NC(=O)/C(=C\c3ccc(OC(=O)c4ccco4)cc3)C(=N)N2O1
    -0.5	12*	-4	-10	3.8	0.0	-0.2	-24	-0.8	2.2	9
CCOc1cc(-n2nc(C)c(C#N)c2N)nc(SC)n1
    .	-2	-9	-11	.	-1.6	0.4	3	-0.3	-3.0	-4
COc1ccccc1NC(=O)C(=O)NCC1COc2ccccc2O1 (stereo not given)
    -0.2	1	0	3	2.2	-0.3	0.1	-10	-0.4	1.5	1
CCCCCCC(=O)N(O)C1CC(=O)N(c2ccc(C)cc2)C1=O (stereo not given)
    -1.2	3	3	7	4.2	0.2	-0.2	-9	-1.6	7.3	4
Cc1cc(N2CCN(C(=O)c3ccco3)CC2)n2nc(-c3cccc(Cl)c3)cc2n1
    -0.3	-15	-6	-10	-3.8	-1.9	-0.6	0	-1.7	0.8	-12
CC(C)CCCCCCCCCCCCC(=O)NCC(=O)NC1C(C)OC(Nc2ncnc3nc[nH]c23)C(O)C1O (stereo not given)
    -4.2	3	2	7	-15	-3.4	-4.5	-8	-2.0	-4.4	4
COc1ccc(CC(=O)Nc2ccc(S(=O)(=O)Nc3onc(C)c3C)cc2)cc1OC
    -0.5	-5	-1	-1	2.1	0.2	-0.1	-8	-0.5	-1.4	-1
NN(Cc1ccccc1)C(=S)Nc1ccc(Cl)c(Cl)c1
    -0.1	0	5	10	1.5	0.9	-0.6	-1	-1.0	2.1	0
CCOC(=O)c1cnn(CCOC(=O)C(C)(C)C)c1NC(=O)C(C)(C)C
    -0.6	9	-2	2	1.9	0.0	-0.2	-5	-1.6	-0.7	2
O=C(Nc1cc(C(=O)N2CCCC2)ccc1N1CCCC1)C1CC1
    0.2	-16	-10	-11	-2.6	-1.6	0.1	7	-1.8	-2.2	-11
COCCCNC(=O)Cn1c(=O)n(CCCCCC(=O)Nc2ccccc2)c(=O)c2sccc21
    0.4	0	-1	6	3.1	1.7	-0.2	-3	-1.4	0.6	3
O=C(Nc1ccc(F)cc1)c1ccc(S(=O)(=O)NCc2cccnc2)cc1
    -2.3	-9	-3	-18	-1.4	-3.0	-0.9	6	-1.4	-0.7	8
CCOC(=O)c1nn(-c2cccc(Cl)c2)c(C)c1C(C)=O
    1.1	-3	-7	-12	-0.2	-1.4	-0.7	-4	-0.8	0.6	-1
COC(=O)COc1ccc(S(=O)(=O)N2CCCCCC2)cc1C
    -0.1	-5	-2	4	0.6	0.2	-0.2	-1	-0.7	-0.1	-1
N#C/C(C(=O)N1CCCCC1)=C1/N=C(N)c2ccccc21
    -0.7	3	1	-1	1.1	-2.4	1.2	-6	-1.3	2.2	0

# Continuation:
# Every second line gives: DAX1 inh-1	PLCb3 inh	ADAM17 inh	ADAM10 inh	GAA850 FXN act	hcDAF12 agonist	DAX1 inh-2	sPLA2-III inh	ssDAF-12 act	hgDAF-12 ag	PLC-gamma1 inh
COc1ccccc1-c1ccccc1C1=CC(=O)CC(C)(C)C1=O
    0.4	-9	-4	-11	-0.5	0.5	0.4	12	-0.8	-0.8	-8
CCOC(=O)N1CCN(C(=O)c2cc(C)c3c(C)nn(-c4ccccc4)c3n2)CC1
    -0.1	-50	1	-4	0.9	-1.0	-0.3	-2	-1.4	-2.5	-30
Cc1ccc(-c2noc(CNS(=O)(=O)c3ccccc3)n2)cc1
    1.4	-8	-3	7	2.6	-1.4	1.1	-10	-0.5	2.3	-2
CCN(CC(=O)Nc1cc(Cl)ccc1-n1cncn1)Cc1nc2ccccc2c(=O)[nH]1
    1.4	-8	-7	-9	0.6	0.4	0.6	3	-0.5	-0.1	-2
O=C1CC(N2CCOCC2)C(=O)N1Cc1ccc(N2CCCC2=O)cc1 (stereo not given)
    -0.8	-2	-4	-3	0.9	2.7	-0.5	7	-1.2	0.6	-1
O=C1c2cccc3cccc(c23)C(=O)N1Cc1cccnc1
    0.3	-6	-28	-81	2.8	-0.6	0.5	0	-1.7	1.6	-4
CN(C)S(=O)(=O)c1ccc(/C(O)=C2/C(=O)C(=O)N(CCCN3CCOCC3)C2c2ccncc2)cc1 (stereo not given)
    5.1*	-6	-4	-4	-0.8	0.8	0.5	14	-1.7	0.5	2

# Compound activity (PubChem)
